Screens from PubChem.
HttQ103 aggreg: mutant huntingtin aggregation inhibition | PC12 HttQ103-GFP aggregates, Acumen cytometry, 40 h | Potency, µM (highest dose often 46.1 µM), for inactives: at the highest dose activity change, negative = inhibition, most hits filed as inhibitors | 220,000 compounds, 1.1% hits | AID 1688; also: potency is read from the fitted curve at half-maximal effect; % is scaled to controls: 0 for no effect and ±100 for the full control effect; nearly all actives have a fitted effect of over 60% in size
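Huntingtin Q103 exon 1–GFP aggregates in induced PC12 cells (100 nM tebufenozide) were quantified by cytometry from lysates, with compounds dosed in titration.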
KinaseGlo FLuc: Kinase-Glo luciferase inhibition (counter-screen). 200,000 compounds, 0.28% hits. Potency, µM (series often up to 38.3 µM), for the others: at the top dose activity change, negative = inhibition, usual class: inhibitors. Kinase-Glo luciferase, ATP luminescence, 8 min; also: potency is read from the fitted curve at half-maximal effect; % is scaled to controls: 0 for no effect and ±100 for the full control effect; nearly all actives have a fitted effect of over 60% in size
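Luminescence was the read-out, taken after 8-minute incubation at ambient temperature. Luciferase turned over luciferin with 10 uM ATP in imidazole pH 7.2 buffer containing KCl, MgCl2, Tween 20 and BSA.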
CBFb RUNX1 block: CBF-beta/RUNX1 interaction disruption | Q01196+Q13951 | AlphaScreen CBFb-His/RUNX1-biotin binding, biochemical | Potency, µM (doses to about 59.8 µM), inactives show at the highest dose activity, negative = inhibition, actives largely listed as inhibitors | 230,000 tested, under 10 active; also: % of control where 0% means no effect
Target sequence (Q01196 whole entry, looked up): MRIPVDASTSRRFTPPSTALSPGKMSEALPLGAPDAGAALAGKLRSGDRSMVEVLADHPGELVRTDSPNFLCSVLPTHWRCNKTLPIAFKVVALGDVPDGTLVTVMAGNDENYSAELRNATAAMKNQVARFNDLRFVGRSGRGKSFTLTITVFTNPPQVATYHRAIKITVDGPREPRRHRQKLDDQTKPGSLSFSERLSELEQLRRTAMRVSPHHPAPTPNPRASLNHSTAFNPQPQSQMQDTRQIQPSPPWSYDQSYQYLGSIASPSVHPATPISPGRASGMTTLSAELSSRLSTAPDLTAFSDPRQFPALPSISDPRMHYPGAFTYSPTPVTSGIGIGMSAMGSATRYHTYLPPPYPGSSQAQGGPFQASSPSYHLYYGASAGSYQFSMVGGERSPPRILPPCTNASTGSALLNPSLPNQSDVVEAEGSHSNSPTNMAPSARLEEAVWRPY
Target sequence (Q13951 whole entry, looked up): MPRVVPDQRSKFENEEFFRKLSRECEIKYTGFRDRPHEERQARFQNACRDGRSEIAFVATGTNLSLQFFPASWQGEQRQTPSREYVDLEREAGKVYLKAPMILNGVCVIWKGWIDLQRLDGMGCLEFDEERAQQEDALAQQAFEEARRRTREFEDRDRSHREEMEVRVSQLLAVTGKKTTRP
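Read-out: AlphaScreen. Format: His-CBF-beta with biotinylated RUNX1 (30 nM each) preincubated 20 min, compound 15 min, Ni-chelate plus streptavidin beads 90 min; room temperature throughout.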
IMPase Li inh: IMPase inhibition in cells with lithium potentiation | Potency, µM (titrated, usually from 59.4 µM), for the others: at the highest dose activity, negative = IMPase inhibition, most hits filed as inhibitors | 210,000 compounds, 0.35% hits | CHO-M1 cells, IP1 TR-FRET (IP-One), carbachol + lithium;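 also: IP1 builds up when IMPase is blocked and the TR-FRET signal falls; potency is read from the fitted curve at half-maximal effect; plate controls were basal vehicle for no effect and high inhibitor control for full effect; nearly all actives have a fitted effect of over 50% in size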
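Test compounds were applied to CHO-M1 cells previously cultured for 16–30 h at 2000 per well. A small lithium amount accompanied them; after 30 min at 37C, IP1 was quantified by TR-FRET.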
Lamin A splicing: modulators of lamin A splicing | HeLa LMNA splicing GFP/RFP minigene ratio, 48 h | Potency, µM (highest dose often 46.1 µM), without a hit: top-dose ratio change, negative = inhibition, usual class: inhibitors | 200,000 compounds, 0.01% hits; active = well fitted inhibition curve with a large enough effect in the signal ratio, with a control signal flat, not every such curve was filed as active; inconclusive = small, poorly fitted or top-dose-only effect, or effect the other way, or a change in a side signal; the % refers to the signal ratio; also: potency is read from the fitted curve at half-maximal effect; % is scaled to controls: 0 for no effect and ±100 for the full control effect
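S3 HeLa stable clones carrying a lamin A-EGFP splicing minigene plus DsRed2 were seeded at 600 cells/well in Opti-MEM with 2% FBS, pin-dosed and incubated 48 h at 37°C. Acumen cytometry (488 nm) gave the GFP/RFP total-intensity ratio.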
SMN2 splice up: enhancers of SMN2 splice variant expression. HEK293 SMN2-luciferase splicing reporter, luminescence, 30-36 h. Potency, µM (doses to about 46.1 µM), for inactives: at the highest dose activity change, positive = activation, hits mostly activators. 210,000 compounds, 2.8% hits. AID 1458; also: potency is read from the fitted curve at half-maximal effect; % of control where 0% means no effect; nearly all actives have a fitted effect of over 55% in size
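qHTS luciferase splicing reporter: luminescence rises when SMN2 exon 7 is included in transfected HEK293 cells. Compound exposure lasted 30-36 h at 37C, with 4.5 mM final sodium butyrate as control, followed by a ONE-Glo read.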
HTT cytoprotect: protects HTT-Q103 PC12 cells, measured by ATP; AID 1471; Potency, µM (top dose mostly 56.4 µM), for inactives: cytoprotection (ATP increase), hits mostly activators; 230,000 compounds, 0.14% hits; PC12 HTT-Q103 induced, cytoprotection, ATP luminescence, 40 h;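 also: potency is read from the fitted curve at half-maximal effect; % of control where 0% means no effect; nearly all actives have a fitted effect of over 45% in size; toxic huntingtin expression switched on by the ecdysone agonist tebufenozide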
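ATP quantification (ATPlite) reports survival of PC12 cells in which tebufenozide, 100 nM final, switches on Htt exon 1 with 103 glutamines linked to GFP; compounds are titrated.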
Starred values were filed as active, the others as inactive; ? = inconclusive; / = no result given; & = joins results of further samples; [ ] = another dose, or the depositor's remark. Unless noted, calls follow the shape of the dose curve; as a rule, active = well fitted curve in the direction sought with a large enough effect; inconclusive = small, poorly fitted or top-dose-only effect, or another doubt; inactive = no such curve, though single readings can be large; an effect the other way counts as inactive or inconclusive.

SMILES | HttQ103 aggreg | KinaseGlo FLuc | CBFb RUNX1 block | IMPase Li inh | Lamin A splicing | SMN2 splice up | HTT cytoprotect
COc1ccccc1NC(=O)CSc1ccc2nnc(-c3cccnc3)n2n1 | -9.6% | 0.4% | -2.3% | 11.6% | -7.0% | -5.9% | -15.1%
Cc1cc(NC(=O)CC(CN(C)S(=O)(=O)c2ccccc2)c2ccccc2)no1 (stereo not given) | -4.2% | 6.2% | -7.0% | 14.8% | -9.9% | -18.4% | -5.4%
CCOC(=O)CS(=O)(=O)c1ccc(C(F)(F)F)cn1 | 4.1% | 4.5% | 14.3% | 0.2% | -4.0% | -2.4% | 18.7%[10 µM]
O=C(NC1CCCCC1)c1sc(N2CCOCC2)nc1-c1ccccc1 | ? | -4.1% | 2.8% | ? | ? | -28.1% | /
CCCC1C2C(=O)N(c3ccccc3OC)C(=O)C2ON1c1ccccc1 (stereo not given) | -17.8% | 0.8% | 8.4% | -5.4%[38.3 µM] | -5.5% | 3.7% | -2.7%
O=C(NCCN1CCOCC1)C(=O)NCC1CCCO1 (stereo not given) | -4.0% | -3.8% | -15.8% | -10.3% | -2.8% | 5.2% | /
CC(C)(C)OC(=O)N1CCC[C@H]1c1nnc(SCc2c(Cl)cccc2Cl)o1 | -10.2% | -1.6% | 9.8% | -6.4%[38.3 µM] | ? | -17.1% | 5.6%[0.074 µM]
Cc1ccc(CNC(=O)C2CCCN(S(=O)(=O)c3cnc[nH]3)C2)cc1 (stereo not given) | 18.8% | 0.1% | 2.8% | 0.7% | -9.0% | 4.4% | -14.3%[10 µM]
CCN(CC)C(=O)CN(C#N)c1nc(OC)nc(N(C)C)n1 | -4.1% | -2.5% | 17.0% | -3.5%[38.3 µM] | 3.2% | -3.3% | -21.9%[10 µM]
CC(=O)c1cccc(NC(=O)c2cc(Cl)sc2Cl)c1 | -20.2% | 2.5% | 12.8% | 2.5% | 2.9% | 16.8% | -6.5%[10 µM]
CCOC(=O)c1c(CSc2ccc(C)cc2)n(C)c2cc(Br)c(O)c(CN(C)C)c12 | 12.4%[9.22 µM] | / | ? | 10.7% | / | / | 12.9%[10 µM]
C=CCN(c1ccccc1)S(=O)(=O)c1cc(C(=O)NC2=NCCS2)ccc1Cl | 17.6% | 1.1% | -9.8% | 8.5% | / | -2.6% | 14.8%[10 µM]
CC[C@]1(O)CC2CN(CCc3c([nH]c4ccccc34)[C@@](C(=O)OC)(c3cc4c(cc3OC)N(C=O)[C@H]3[C@@](O)(C(=O)OC)[C@H](OC(C)=O)[C@]5(CC)C=CCN6CC[C@]43[C@@H]65)C2)C1 (stereo not given in full) | -33.0%[9.22 µM] | / | -4.2% | / | ? | / | -82.3%[inhibitor][10 µM]
Cc1[nH]nc(Nc2ccc(C(C)C)cc2)c1[N+](=O)[O-] | 4.6%[9.22 µM] | / | 3.1% | / | / | / | -22.6%[10 µM]
COC(=O)C1=C(C)Nc2c(c(=O)n(C)c(=O)n2C)C1c1ccncc1 (stereo not given) | ? | -3.2% | 4.3% | -2.9% | 9.0% | / | 4.9%[10 µM]
Nc1nc(SCC(=O)c2cccs2)n[nH]1 | 6.0% | -2.8% | 3.6% | 3.7% | / | 9.5% | -29.6%
COc1ccc2oc(C(=O)OCC(=O)NC(=O)NC(C)C)c(C)c2c1 | 2.3%[9.22 µM] | 1.1% | 3.6% | -13.4%[38.3 µM] | 19.2% | -4.9% | 4.8%
Fc1ccc(-c2cc(-c3ccccc3)nc(-n3cccn3)n2)cc1 | ? | -1.4% | 21.8% | 23.9% | ? | -22.3% | -27.7%
COC(=O)/C=c1\sc2ncnn2c1=O | ? | 0.4% | 3.6% | 4.7% | 3.2% | -3.6% | -16.0%[10 µM]
O=C(O)C1CCCNC1 (stereo not given) | 2.9% | -0.4%&0.2%&-3.4% | 7.4%&-5.2% | -6.9%&2.7%&2.0% | ? | -33.5%&22.7%&2.4%[inhibitor] | /
CCCC(=O)Nc1ccc(C(=O)NCc2ccccc2Cl)cc1 | -18.8% | 1.5% | -1.9% | 2.8% | -6.3% | ? | -0.8%[10 µM]
O=C(N(c1ccccn1)c1ccccn1)C12CC3CC(CC(C3)C1)C2 | 25.7% | -0.1% | 4.2% | -3.3% | / | -7.8% | -47.7%
O=C(CCn1cnc2ccccc2c1=O)Nc1cccc(Cl)c1Cl | -1.6% | 3.7% | 7.9% | 1.1% | / | 4.0% | -30.8%[inhibitor]
O=C(CCc1ccccc1)Nc1cccc(NC(=O)CCc2ccccc2)c1 | 18.6% | -2.7% | 6.0% | 11.4%[38.3 µM] | -0.1% | -2.4% | -0.3%
CC(C)(C)C(=O)Nc1ccc(C(=O)N/N=C/C2CC3C=CC2C3)cc1 (stereo not given) | ? | 2.6% | -0.7% | 2.2% | 1.3% | 1.7% | -8.8%[10 µM]
N#C/C(=C\c1cc(Cl)c(OCc2ccc(Cl)cc2)c(Cl)c1)C(N)=O | -12.6%[9.22 µM] | / | 26.8% | / | / | / | 1.7%[10 µM]
COCCNC(=O)CN1CCN(C(c2ccccc2)c2ccccc2)CC1 | -21.5% | -3.4% | 15.0% | 10.8% | -7.9% | ? | 13.6%[10 µM]
CCOc1ccc(CCNC(=O)c2[nH]c(C)c(C(C)=O)c2CC)cc1OCC | -6.7% | 1.8% | -13.3% | -3.9% | / | -54.5%[inhibitor] | -54.1%[inhibitor]
Cc1cc(C2=NNC(=NCc3ccccc3)SC2)c(C)n1-c1c(C)n(C)n(-c2ccccc2)c1=O | -2.6% | 1.4% | -5.4% | -2.6% | 5.5% | -0.8% | 32.9%[1.9 µM]
NS(=O)(=O)c1ccc(CCNC(=O)CSc2ccc3ccccc3c2)cc1 | -10.1% | -2.8% | 12.4% | 16.6% | 12.4%[46 µM] | -9.5% | ?
COc1ccccc1NC(=O)CN1C(=O)C(C)SC(C)C1=O (stereo not given) | -3.6% | 7.4% | -4.1% | -2.6% | -9.5% | 5.7% | -6.0%[10 µM]
CCOc1ccc(CCNC(=O)c2ccc(C)c(N3CCCC3=O)c2)cc1OCC | 9.2% | 0.8% | 14.8% | -5.8% | 22.9%[9.22 µM] | -8.0% | -56.1%
COc1ccc(OCC(=O)Nc2cc(C)c(Cl)cc2OC)c([N+](=O)[O-])c1 | 7.7% | 0.6% | 16.5% | -3.1% | -8.7% | 1.3% | 29.3%[10 µM]
CCN(CC)S(=O)(=O)c1ccc(O)c(NS(=O)(=O)c2ccccc2F)c1 | -1.2% | 2.5% | 2.6% | 3.5% | ? | 2.8% | 24.2%[10 µM]
CC(=O)OC1c2ccccc2C(=O)N1Cc1ccccc1 (stereo not given) | 1.4% | -1.0% | 2.8% | -18.1%[38.3 µM] | -2.0% | -1.2% | 5.5%
Cc1nnc(SCC(=O)N2CCCCCC2)n(N)c1=O | 10.7% | 10.1% | -25.5% | -10.2% | -0.5%[46 µM] | 9.8% | -4.9%
CCn1c(=O)c2c(cnn2C)c2ccccc21 | 8.91µM* | 1.2% | 0.6% | -34.1%[38.3 µM] | ? | -15.1% | -0.2%
C[C@@H]1C[C@H](OC(=O)[C@@H](O)c2ccccc2)CC(C)(C)N1C | / | -2.0%[17.1 µM] | -10.4%[21.7 µM] | 8.8% | -12.4% | 11.3%[20.6 µM] | -37.3%[inhibitor][17.1 µM]
COC(=O)[C@@H](NC(=O)O[C@@H]1C(=O)c2ccc(OC)cc2O[C@H]1c1ccc2c(c1)OCO2)C(C)C | / | 2.4% | -3.7% | 7.7% | / | 2.0% | 0.6%
CC(C)NC(=O)Cn1c(SCC(=O)N2CCCc3ccccc32)nc2ccccc21 | 23.4% | -3.5% | 3.8% | 9.7%[38.3 µM] | 8.4% | 16.8% | 6.7%
CCOC(=O)c1sc(=S)n(-c2ccccc2Cl)c1SC | -16.2% | 1.9% | 5.3% | 22.7%[38.3 µM] | ? | -14.3% | 12.5%
CC(C)(C)C(=O)/C(=C\c1ccc([N+](=O)[O-])cc1)n1cncn1 | 5.01µM* | -0.4% | 5.5% | 20.7% | ? | -114.2%[inhibitor] | ?
COc1ccccc1C(=O)N1CC2(C)CC1CC(C)(C)C2 (stereo not given) | 6.8% | -0.4% | 5.5% | -0.1% | ? | -8.6% | -8.0%[10 µM]
Cc1ccc(NC(=O)c2cnccn2)c(OC(F)F)c1 | 9.1% | 1.5% | 6.2% | 30.1%[activator][38.3 µM] | 11.5% | -1.0% | -4.4%[1.9 µM]
CCSc1nnc(NC(=O)CSC2=NN3CCCC(=O)N=C3S2)s1 | 25.1% | -0.7% | 8.7% | 0.9% | / | -2.4% | -30.4%
O=C(NC(=S)NCCCN1CCOCC1)c1ccc(Br)cc1 | 12.9% | -0.6% | -6.0% | -5.8% | 2.0%[46 µM] | -16.3% | -32.5%[inhibitor]
CC(C)(C)c1ccc(OCCCC(=O)NC2=NCCS2)cc1 | -14.3% | -2.8% | -2.5% | 32.1%[38.3 µM] | ? | -5.7% | 0.8%
COc1ccc(CNC(=O)c2csc(Cc3ccc(Cl)cc3)n2)cc1 | ? | -1.4% | 14.0% | 2.9%[38.3 µM] | -0.3% | -26.3% | -36.2%
CSc1ccccc1-c1nnc(-c2ccccc2)o1 | 6.8% | ? | 23.7% | -3.8%[38.3 µM] | ? | 11.2µM* | -17.4%[10 µM]
COc1ccc2ccccc2c1/C=N\n1c(C)cc(C)c(C(N)=O)c1=O | 3.5% | 1.8% | 0.1% | 0.8%[38.3 µM] | -4.0%[0.0737 µM] | -1.7% | -9.0%
CCc1nc(SCC(=O)Nc2ccc(OC)cc2[N+](=O)[O-])n[nH]1 | -17.7%[9.22 µM] | / | 6.3% | / | / | / | -13.9%[10 µM]
COC(=O)c1scc(C)c1NC(=O)Cc1ccccc1 | 4.3% | 3.2% | -5.9% | 2.0%[38.3 µM] | -5.9% | -12.1% | -18.3%
Cc1cc(NS(=O)(=O)c2ccc(NC(=O)/C=C/c3ccco3)cc2)nc(C)n1 | -1.4%[9.22 µM] | / | 0.1% | / | / | / | -0.6%[10 µM]
